CHO parental Ca = counter-screen for OX1R antagonists: effect in parental CHO cells; parental CHO-K1, ATP-induced calcium, Fluo-8 fluorescence; inhibition, % at 5.6 µM; 330,000 compounds, 0.63% hits; AID 463079;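 active = inhibition above that plate's mean sample inhibition plus 3 SD, cut at about 26% in these data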;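 also: 0% = ATP-challenged DMSO wells and 100% = DMSO wells without ATP; some compounds past the cut are filed as inactive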
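Assay system: parental CHO cells; Read-out basis: percent inhibition of ATP-evoked calcium rise, normalized to controls; Benchmarks: ATP and no-ATP DMSO wells; Compound dosing: single nominal dose of 5.6 µM per compound; Signal: Fluo-8 calcium dye fluorescence; Also added: ATP as calcium-mobilizing challenge; Repeats: singlicate.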
OXTR potentiator = potentiates the human oxytocin receptor response; CHO-OTR cells, Fluo-8 calcium fluorescence, potentiator mode; 0% = oxytocin EC15, 100% = EC100; P30559; activation, % at 3 µM; 320,000 compounds, 0.061% hits;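 active = activation above that plate's cutoff, the mean activation of tested compounds plus 3 SD, cut at about 6.6% in these data, passing the limit was not always enough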;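 also: 100% uses oxytocin at 75 nM as the full agonist control; some results filed as inactive read as strong as hits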
Target sequence (P30559 whole entry, looked up): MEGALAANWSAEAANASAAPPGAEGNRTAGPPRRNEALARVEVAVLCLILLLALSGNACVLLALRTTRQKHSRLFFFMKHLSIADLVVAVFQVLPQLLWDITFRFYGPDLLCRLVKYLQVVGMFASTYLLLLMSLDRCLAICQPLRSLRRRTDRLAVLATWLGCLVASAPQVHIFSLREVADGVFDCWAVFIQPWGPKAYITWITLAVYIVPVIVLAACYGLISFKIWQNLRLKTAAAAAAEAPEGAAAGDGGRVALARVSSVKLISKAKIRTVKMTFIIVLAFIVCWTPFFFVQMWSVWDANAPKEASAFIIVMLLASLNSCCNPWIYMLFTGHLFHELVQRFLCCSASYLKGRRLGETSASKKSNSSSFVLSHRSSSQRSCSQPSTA
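Dosing: Single dose, 3.0 µM nominal final compound concentration | Material: Human OTR in CHO cells | Technique: Kinetic Fluo-8 calcium fluorescence | Benchmarks: EC15 oxytocin alone as 0%, 75 nM oxytocin as 100% | Probe or stimulus: Oxytocin at about EC15, sub-maximal agonist stimulus | Incubation: Compound 6 min at room temperature before oxytocin, 100 s read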
M1 antag = human CHRM1 antagonism | CHO-K1 hM1, Fluo-8 calcium fluorescence, ACh EC80 antagonist | inhibition, % at 3 µM | 360,000 compounds, 1.3% hits | AID 588852;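 active = percent inhibition above its own plate's cutoff, namely the mean of that plate's compound wells plus 3 SD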;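 also: peak over basal fluorescence ratio during 140 s after agonist addition; 0% = ACh EC80 plus DMSO and 100% = DMSO alone without agonist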
M1 ag parental = M1 agonist counterscreen hit in parental CHO-K1 cells | Fluo-8 calcium fluorescence; scaled to maximal ATP response, vehicle zero | activation, % at 3 µM | 360,000 compounds, 0.48% hits; in the data active = activation above about 15%;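 also: untransfected CHO-K1 host cells lacking M1 receptor as counterscreen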
CHO-K1 Ca antag = nonselective inhibitor or artifact in parental CHO-K1 cells; AID 602250; ATP-induced calcium, Fluo-8 fluorescence; 360,000 compounds, 0.6% hits; inhibition, % at 3 µM;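 active = inhibition above a per-plate cutoff, the plate's mean sample inhibition plus 3 SD, cut at about 24% in these data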;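 also: 0% = DMSO plus EC80 ATP and 100% = DMSO alone without ATP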
TAAR1 antagonist = human TAAR1 antagonism | inhibition, % at 3 µM | Q96RJ0 | 360,000 compounds, 1.5% hits | AID 624466 | CHO RD-HGA16 TAAR1, Fluo-8 calcium fluorescence, antagonist;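 active = inhibition above a per-plate cutoff, the mean inhibition of test compounds on that plate plus 3 SD, cut at about 49% in these data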;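 also: 0% = DMSO plus EC80 beta-PEA response and 100% = DMSO alone without agonist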
Target sequence (Q96RJ0 whole entry, looked up): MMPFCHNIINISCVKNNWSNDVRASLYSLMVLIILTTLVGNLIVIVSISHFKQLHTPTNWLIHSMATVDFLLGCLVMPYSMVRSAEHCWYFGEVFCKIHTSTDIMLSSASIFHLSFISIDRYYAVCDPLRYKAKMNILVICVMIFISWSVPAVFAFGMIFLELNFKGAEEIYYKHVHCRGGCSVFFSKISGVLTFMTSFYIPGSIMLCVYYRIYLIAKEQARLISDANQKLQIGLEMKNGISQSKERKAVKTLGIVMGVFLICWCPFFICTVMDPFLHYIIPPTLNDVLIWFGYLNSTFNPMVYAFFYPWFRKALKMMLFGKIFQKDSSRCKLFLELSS
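Material: CHO RD-HGA16 cells bearing hTAAR1; compound dosing: one-point dosing, 3 µM nominal final; schedule: dye loading 75 min at 37 °C, then 30 min room temperature; measured by: calcium fluorescence with Fluo-8; control set: vehicle and agonist controls; replication: n of 1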
TAAR1 ag = human TAAR1 agonism. activation, % at 3 µM. CHO RD-HGA16 TAAR1, Fluo-8 calcium fluorescence; vehicle wells 0%, saturating PEA agonist 100%. 360,000 compounds, 0.99% hits. AID 624467. Q96RJ0;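 active = activation above the mean activation of all test compounds in the run plus 3 SD, cut at about 38% in these data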
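Repeats: no replicates (n 1) | Material: CHO-derived RD-HGA16 cells with stable Gα16 and human TAAR1 | Technique: Kinetic Fluo-8 calcium fluorescence | Schedule: 17-24 h seeding, 75 min 37 °C dye, 30 min RT | Evaluation: % activation from peak over basal fluorescence ratio, DMSO-to-PEA scaled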
M1 ag = human M1 muscarinic receptor agonism; 360,000 compounds, 0.33% hits; activation, % at 3 µM; CHO-K1 hM1, Fluo-8 calcium fluorescence, agonist mode; 0% DMSO, 100% acetylcholine EC100;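 active = activation above the run's mean compound activation plus 3 SD, cut at about 16% in these data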;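 also: peak over basal fluorescence ratio within a 140 s kinetic read after compound addition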
CHO-K1 Ca PAM = counter-screen for M1 PAMs: effect in parental CHO-K1 cells; ATP EC20, Fluo-8 calcium fluorescence; 0% at ATP EC20, 100% at ATP max; activation, % at 3 µM; 360,000 compounds, 0.02% hits;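 active = activation above the run cutoff, the mean activation of all test compounds plus 3 SD, cut at about 40% in these data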;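 also: peak over basal fluorescence ratio in a 140 s read after ATP addition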
* marks the source's active call; other numbers are inactive results; / = no result given. Compounds were not picked by outcome, and some 4.2% of all compounds hit somewhere here.

SMILES	CHO parental Ca	OXTR potentiator	M1 antag	M1 ag parental	CHO-K1 Ca antag	TAAR1 antagonist	TAAR1 ag	M1 ag	CHO-K1 Ca PAM
CC(=O)C1=C(O)C(=O)N(c2ccc(O)cc2)C1c1cccc([N+](=O)[O-])c1 (stereo not drawn)	1	-9	-13	0.8	7	-5	0	0	-9
O=C(Cc1ccccc1)Nc1ccc(NC(=O)c2ccco2)cc1Cl	-10	0	-12	1.2	-8	0	5	-3	6
CC(=O)NC1=NN(C(C)=O)C(c2ccc(C)cc2)S1 (stereo not drawn)	-7	-2	-7	0.3	15	-25	1	-6	-23
O=C(c1ccccc1)c1cncc(Br)c1	-7	-14	-4	-0.6	1	11	-2	-2	9
O=C1CC(C(=O)Nc2ccc(Br)cc2)S/C(=N\N=C\c2ccco2)N1 (stereo not drawn)	1	-5	-10	-0.3	4	-6	15	2	-9
O=C(CNC(=O)c1cccc(F)c1)OCC(=O)N1CCCCC1	3	-13	11	0.7	16	11	3	-3	-13
O=C(Nc1ccc(C(O)c2ccccc2)cc1)[C@@H]1O[C@H](CO)[C@H](O)[C@H](O)[C@H]1O (stereo partly drawn)	/	/	-17	0.2	-3	-14	1	3	8
Cn1c(C(=O)NCCOc2ccccc2Cl)cc(=O)n(C)c1=O	2	-5	-11	1.6	-13	-15	2	-5	14
O=C(NCc1ccco1)c1ccc([N+](=O)[O-])o1	18	-12	-11	2.8	-8	-27	1	-5	15
COCCCN1C(=O)C(O)=C(C(=O)c2ccco2)C1c1cccc(Br)c1 (stereo not drawn)	-6	1	-12	-0.2	-17	-16	6	4	7
CCc1ccccc1NC(=O)CSc1nnc([C@@H]2CCCN2C(=O)OC(C)(C)C)o1	-18	0	-13	0.3	-10	-3	11	-2	18
O=C(OCC(=O)N1CCN(c2ccccc2)CC1)c1ccc([N+](=O)[O-])s1	-8	-8	-6	1.3	-10	-8	1	-4	-6

The final 3 entries of the section before lead into the next.
SMILES	CHO parental Ca	OXTR potentiator	M1 antag	M1 ag parental	CHO-K1 Ca antag	TAAR1 antagonist	TAAR1 ag	M1 ag	CHO-K1 Ca PAM
COCCCN1C(=O)C(O)=C(C(=O)c2ccco2)C1c1cccc(Br)c1 (stereo not drawn)	-6	1	-12	-0.2	-17	-16	6	4	7
CCc1ccccc1NC(=O)CSc1nnc([C@@H]2CCCN2C(=O)OC(C)(C)C)o1	-18	0	-13	0.3	-10	-3	11	-2	18
O=C(OCC(=O)N1CCN(c2ccccc2)CC1)c1ccc([N+](=O)[O-])s1	-8	-8	-6	1.3	-10	-8	1	-4	-6
CCn1c(SCC(=O)c2ccc(C)cc2)nnc1-c1ccoc1C	-21	-12	-9	-0.2	-7	-6	11	-3	-5
CCn1cc(CCC(=O)NC(C)c2ccccc2)c2ccccc21 (stereo not drawn)	-17	-11	-7	-0.6	-13	-1	0	-4	6
Cc1cc(C)nc(Sc2ccc3nnc(C(F)(F)C(F)(F)C(F)(F)F)n3n2)n1	-5	-2	-18	1.1	-21	-18	4	1	13
CCN(CC(=O)NCc1cccs1)c1ccc(S(=O)(=O)N2CCOCC2)cn1	-1	-5	-9	0.3	-10	11	3	-4	15
Cc1ccc(N(CC(=O)NCC2CCCO2)C(=O)CCC(=O)Nc2cc(C)on2)cc1 (stereo not drawn)	-8	-2	1	-0.1	5	-7	0	-3	14
O=C(Oc1cccc(Cl)c1)N1CCOCC1	-3	2	-1	0.3	7	-7	6	-3	-4
S=C(c1ccc(OCc2ccccc2)cc1)N1CCCC1	0	-8	-7	-0.1	12	11	-1	-2	-17
CC(=O)N(C(C)=O)c1ccc2nc(C)[nH]c(=O)c2c1	1	3	4	0.2	-5	1	11	-2	-7
COC(=O)C[C@H]1c2cc(C(F)(F)F)ccc2S(=O)(=O)N1Cc1ccccc1OC	-19	-3	-5	-0.6	-17	22	3	-5	15
O=C(CC1C(=O)NCCN1Cc1ccc(F)cc1)NC1CCCCCCC1 (stereo not drawn)	-29	-5	27	1.7	-15	-19	2	-6	6
O=C(COC(=O)c1ccc(NS(=O)(=O)c2ccc3c(c2)OCCO3)cc1)NC1CC1	-13	-11	-21	0.6	0	5	10	0	10
COc1cccc(-c2cnc(C(O)c3ccccc3)[nH]2)c1 (stereo not drawn)	/	/	-9	1.2	-16	-2	4	-2	27
COc1ccccc1N1CCN(C(=O)c2noc(C)c2[N+](=O)[O-])CC1	-6	-9	-12	1.4	-8	-19	2	5	-2
Nc1cc(N)nc(SCC(=O)Nc2ccc3c(c2)OCO3)n1	10	-19	-4	1.4	-3	-2	4	-3	-10
CC1CCC2(CC1)NC(=O)N(CC(=O)NC1CCCCC1C)C2=O (stereo not drawn)	1	4	-15	0.6	-7	0	-1	-5	4
Cc1ccc(CN2CC(N3CCN(c4ccccn4)CC3)CS2(=O)=O)cc1 (stereo not drawn)	/	/	4	0.7	3	-1	-1	-9	16
Cc1cc(C)c2c(n1)SCC(=O)N2CC(=O)Nc1cccc(Cl)c1	-18	1	-17	0.4	-8	-29	3	0	12
CC(=O)Nc1ccc(-c2csc(NC(=O)C3=COCCO3)n2)cc1	-3	-5	-11	0.1	4	15	3	-2	-1
Oc1c(CN2CCOCC2)ccc(CN2CCOCC2)c1O	/	/	-10	0.7	-9	5	3	0	7
CCOC(=O)C(CCCCP(=O)(c1ccccc1)c1ccccc1)(NC(C)=O)C(=O)OCC	-16	5	-17	0.3	8	-22	3	-2	-18
CC(NS(=O)(=O)c1ccccc1)C(=O)Nc1nccs1 (stereo not drawn)	-13	-10	-10	1.8	-10	-7	0	-3	6
O[C@H]1COC2C1OC[C@@H]2O (stereo partly drawn)	2	-7	-26	0.1	-3	-9	0	2	15
COc1cc2c(=O)n(CC3CCCO3)c(=O)n(CC(=O)Nc3cccc(Cl)c3)c2cc1OC (stereo not drawn)	-19	-14	9	0.4	-3	0	8	-4	-4
Cc1ccc(S(=O)(=O)N(C)CC(=O)Nc2ccccc2N2CCCC2)cc1	-16	-1	-3	0.0	-6	1	13	-4	-5
COc1cc(C(=O)OCC(=O)c2cc(C)n(CC3CCCO3)c2C)cc(OC)c1C (stereo not drawn)	-20	-9	4	5.8	-11	24	1	-3	-18
CC[N+](C)(CC)CCC/C(=N/O)C(O)(c1ccccc1)c1ccccc1	-11	-4	64*	1.1	-5	-10	0	-3	14
C=CCON1C(=O)C(=O)N(OCC=C)[C@H]2CCCC[C@H]21	-8	-3	-4	-0.2	-2	-41	1	-2	0
Cc1ccnc(SCCn2c(N3CCN(Cc4ccccc4)CC3)nc3c2c(=O)[nH]c(=O)n3C)n1	-17	-3	-16	1.0	-6	-8	0	-10	25
Cc1ccc(N(CC(=O)Nc2c(C)n(C)n(-c3ccccc3)c2=O)S(C)(=O)=O)c(C)c1	-7	3	-10	-0.1	-13	20	-1	-4	2
Cc1ccc(NC(=O)N2CCCC2C(=O)Nc2ccc3c(c2)OCO3)cc1 (stereo not drawn)	-12	-5	-15	0.4	-8	-2	4	-3	11
O=C(c1ccc(C(F)(F)F)cc1)c1c[nH]c(C(=O)NCCCn2ccnc2)c1	-8	2	-5	0.3	-2	0	9	-7	16
NC(=O)C1CCN(C(=O)c2ccccc2CCc2ccccc2)CC1	/	/	-11	-0.8	7	1	1	-1	-13
CC(C)(C)NC(=O)c1ccccc1NC(=O)c1ccc2c(c1)OCO2	-17	-16	-1	4.2	-23	-10	1	-6	16
CCCn1nc(C(=O)Nc2cccc(C(=O)OC)c2)c2ccccc2c1=O	-12	1	3	1.9	9	33	2	-3	5
COc1cc(C(=O)NCc2ccco2)c(Br)c(OC)c1OC	-13	-3	-17	-0.2	-11	-16	13	-2	9
Cc1ccc(S(=O)(=O)CCSc2cccc(C(=O)O)c2)cc1	-2	3	-8	0.7	-13	7	1	-2	11
CC1(c2nnnn2Cc2ccccc2)CCC(=O)N1Cc1cccs1 (stereo not drawn)	/	/	/	1.3	-14	-13	3	/	20
Cc1cc(C(=O)N2CCN(C(c3ccccc3)c3ccccc3)CC2)no1	-26	5	16	-0.6	-8	9	12	-7	5
CCOc1ccc(N2CC(C(=O)Nc3ccc(F)cc3F)CC2=O)cc1 (stereo not drawn)	4	-10	-12	0.1	-3	-13	5	-3	4
CCc1ccc(NC(=O)C(=O)NCCOc2ccccc2Cl)cc1	7	-5	-16	0.2	-3	-10	2	-1	-1
O=C(Nc1ccc(O)c(C(=O)O)c1)c1cccc(NC(=O)c2ccco2)c1	-3	2	-9	0.4	3	-19	-1	-2	-5
COC(=O)c1ccc(CNC(=O)CCC(=O)N2CCOCC2)cc1	-5	1	-6	0.0	-8	-33	4	-4	6
O=C(NCc1ccc2c(c1)OCO2)c1ccc(Cl)s1	-2	-1	-1	0.5	-12	2	1	-7	6

Arranged by formula weight (descending): part of the list above.
SMILES	CHO parental Ca	OXTR potentiator	M1 antag	M1 ag parental	CHO-K1 Ca antag	TAAR1 antagonist	TAAR1 ag	M1 ag	CHO-K1 Ca PAM
COc1cc(C(=O)NCc2ccco2)c(Br)c(OC)c1OC	-13	-3	-17	-0.2	-11	-16	13	-2	9
CCCn1nc(C(=O)Nc2cccc(C(=O)OC)c2)c2ccccc2c1=O	-12	1	3	1.9	9	33	2	-3	5
Cc1cc(C(=O)N2CCN(C(c3ccccc3)c3ccccc3)CC2)no1	-26	5	16	-0.6	-8	9	12	-7	5
CCOc1ccc(N2CC(C(=O)Nc3ccc(F)cc3F)CC2=O)cc1 (stereo not drawn)	4	-10	-12	0.1	-3	-13	5	-3	4
CC1(c2nnnn2Cc2ccccc2)CCC(=O)N1Cc1cccs1 (stereo not drawn)	/	/	/	1.3	-14	-13	3	/	20
COC(=O)c1ccc(CNC(=O)CCC(=O)N2CCOCC2)cc1	-5	1	-6	0.0	-8	-33	4	-4	6
O=C(NCc1ccc2c(c1)OCO2)c1ccc(Cl)s1	-2	-1	-1	0.5	-12	2	1	-7	6
